FadD28 binding: M. tuberculosis FadD28 bisubstrate binding inhibition. FadD28 bisubstrate probe binding, fluorescence polarization. inhibition, % at 12.5 µM. 360,000 compounds, 0.22% hits; in the data active = inhibition above about 8.5%, passing the limit was not always enough; inconclusive = no clear call, values can overlap the other calls
PfHsp40 rescue: rescue of PfHsp40-mediated yeast toxicity. S. cerevisiae expressing PfHsp40, growth rescue, ATP luminescence. growth rescue, % at 12.5 µM. 340,000 compounds, 0.68% hits. AID 504582; in the data active = growth rescue above about 28%, passing the limit was not always enough; inconclusive = no clear call, values can overlap the other calls;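 note: yeast W303a lacking pdr1 and pdr3 grown in galactose medium; growth measured after three days at 30 °C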
TcdB inh: TcdB glycohydrolase inhibition; P18177; TcdB glycohydrolase enzymatic assay, plate reader; inhibition, % at 9.99 µM; 350,000 compounds, 0.24% hits; in the data active = inhibition above about 10%
PrPC TRFRET: cell surface PrPC inhibition, primary TR-FRET screen | P04156 | TR-FRET read-out | inhibition, % at 13.8 µM | 370,000 compounds, 0.43% hits | AID 720596; in the data active = inhibition above about 24%; note: 0% = median of the test wells and 100% = reference compound wells
BoNT A protease: blocks Botulinum neurotoxin A light chain protease | multiplex microsphere protease substrate cleavage, flow cytometry | inhibition, % at 10 µM | 360,000 compounds, 0.17% hits; note: plate controls were buffer without enzyme for full effect and enzyme alone for no effect
CCHFV vOTU inh: blocks the CCHF virus ovarian tumor domain protease; CCHFV vOTU protease, Pep-AMC fluorescence; inhibition, % at 11.5 µM; 370,000 compounds, 0.55% hits; AID 651958; in the data active = inhibition above about 30%; note: 0% = vehicle wells with enzyme and 100% = no enzyme wells
Y pestis TopoI: blocks Yersinia pestis topoisomerase I activity. Y. pestis Topo-I cleavage product accumulation, plate reader. activity, % at 10 µM. 360,000 compounds, 0.064% hits; in the data active = activity above about 50%, passing the limit was not always enough; inconclusive = no clear call, values can overlap the other calls; note: inactives centre near 2
Anthrax LF inh2: anthrax lethal factor protease inhibition; P15917; multiplex microsphere protease cleavage assay, LF; inhibition, % at 10 µM; 360,000 compounds, 0.12% hits; note: plate controls were buffer without enzyme for full effect and enzyme alone for no effect
BoNT-F LC inh: blocks Botulinum neurotoxin F light chain protease; 360,000 compounds, 0.22% hits; Multiplex microsphere protease cleavage assay, flow cytometry; AID 588497; inhibition, % at 10 µM; in the data active = inhibition above about 35%, passing the limit was not always enough; inconclusive = no clear call, values can overlap the other calls; note: plate controls were buffer without enzyme for full effect and enzyme alone for no effect
* = called active by the depositor; ? = inconclusive; . = not tested or not shown; & = joins results of further samples. Cut-off read from the data, not from the text of the source, unless noted: active = inhibition above about 30%; inconclusive = no clear call, values can overlap the other calls; inactive = below that.

A first look (3 entries):
SMILES | FadD28 binding | PfHsp40 rescue | TcdB inh | PrPC TRFRET | BoNT A protease | CCHFV vOTU inh | Y pestis TopoI | Anthrax LF inh2 | BoNT-F LC inh
CC(C)c1nc2cc(C(=O)N3CCNC(=O)C3c3ccc(F)cc3)ccc2o1 (stereo not given) | -2.0 | 0.1 | 0.4 | -4.0 | 1.7 | 16.5 | 5.0 | 1.4 | 2.3
O=C1NC[C@@H](CCCCN2CCN(CCC3CCCCC3)C(=O)C2=O)N(CCC2CCCCC2)C1=O | . | . | -2.9 | -0.5 | -0.2 | 0.9 | . | 1.2 | -3.0
CC1Cc2ccccc2N1C(=O)CSc1nnc(C2CC2)n1C (stereo not given) | -1.8 | -0.4 | 1.5 | 1.2 | -2.7 | -1.4 | 5.5 | -6.6 | -3.8

The list itself, from the first entry:
SMILES | FadD28 binding | PfHsp40 rescue | TcdB inh | PrPC TRFRET | BoNT A protease | CCHFV vOTU inh | Y pestis TopoI | Anthrax LF inh2 | BoNT-F LC inh
CC(C)c1nc2cc(C(=O)N3CCNC(=O)C3c3ccc(F)cc3)ccc2o1 (stereo not given) | -2.0 | 0.1 | 0.4 | -4.0 | 1.7 | 16.5 | 5.0 | 1.4 | 2.3
O=C1NC[C@@H](CCCCN2CCN(CCC3CCCCC3)C(=O)C2=O)N(CCC2CCCCC2)C1=O | . | . | -2.9 | -0.5 | -0.2 | 0.9 | . | 1.2 | -3.0
CC1Cc2ccccc2N1C(=O)CSc1nnc(C2CC2)n1C (stereo not given) | -1.8 | -0.4 | 1.5 | 1.2 | -2.7 | -1.4 | 5.5 | -6.6 | -3.8
Cc1ccc(S(=O)(=O)NC(=O)c2ccc(Br)o2)cc1 | -2.7 | -1.0 | 3.8 | -7.5 | -0.8 | -2.9 | 4.4 | 1.7 | -3.9
C=CCSC1=N/C(=C\C=C\c2ccco2)C(=O)S1 | ? | ? | . | -8.7 | 0.2 | 16.6 | -15.8 | -2.6 | -2.1
COc1cccc(C(=O)Nc2sc3c(c2C(=O)O)CCCC3)c1 | 2.8 | 0.2 | 1.5 | 4.6 | -0.1 | -10.3 | 0.1 | -1.8 | ?
Cc1ccc2sc(NC(=O)C3CC3)nc2c1C | -3.1 | -0.5 | -0.4 | 3.5 | 1.9 | 0.8 | -11.3 | -1.6 | 1.0
COc1cccc2sc(/N=C/N(C)C)nc12 | -1.3 | -0.9 | 0.5 | -6.9 | . | 5.2 | -1.4 | . | .
COC(=O)C1=C(C(=O)OC)[C@@H]2N(C)c3ccccc3[C@@]23C[C@@H](C(=O)OC)N(C(=O)c2ccc(Br)cc2)C3=N1 | -2.4 | -0.6 | -0.3 | -1.0 | -0.1 | 6.3 | -12.7 | -2.6 | -0.1
FC(F)(F)c1cc(-c2ccco2)nc(NCc2cccnc2)n1 | -2.4 | -1.4 | . | 14.0 | 0.4 | -4.6 | -0.6 | -2.0 | -7.6
Cc1cc(NC(=O)c2cc(-c3cccs3)on2)no1 | -2.5 | 0.2 | 1.0 | . | -0.1 | . | -1.0 | 0.8 | -2.5
Cc1ccc(NC(=O)C2CCCN2C(=O)NCc2ccccc2)cc1 (stereo not given) | -2.9 | -0.9 | 1.7 | -3.4 | -0.5 | -7.4 | 1.1 | -5.5 | 0.5
Cc1cc(C(=O)CSc2nnc(-c3ccccc3)n2-c2ccccc2)c(C)n1-c1ncn[nH]1 | -1.9 | 0.2 | . | 2.0 | -0.8 | -14.0 | -0.5 | 6.0 | -2.5
O=C(O)c1cscc1Cc1cccs1 | 2.5 | . | -0.8 | -2.6 | 0.2 | -7.0 | -8.0 | 1.5 | -1.0
C(=NN1CCCCCC1)c1ccc2c(c1)OCO2 | -2.4 | -1.3 | 1.2 | -4.1 | -0.6 | -13.7 | -12.6 | -6.6 | -3.3
O=C(Nc1ccccc1)NC1(C(=O)NCc2ccc3c(c2)OCO3)CCCCC1 | -0.8 | 0.5 | . | -3.8 | 1.0 | -4.9 | -7.7 | -0.9 | 2.0
Cc1ccc(CN2CCN(Cc3ccc(-n4cccn4)cc3)CC2CCO)cc1 (stereo not given) | -4.6 | -1.5 | 0.6 | 5.1 | -0.8 | 3.7 | 23.0 | -1.3 | -9.8
COc1cccc(C2C(C(=O)c3cc4ccccc4o3)=C(O)C(=O)N2CCN2CCOCC2)c1 (stereo not given) | -0.9 | -1.1 | 0.8 | 10.8 | -1.8 | -3.7 | -0.1 | 1.2 | 2.4
O=C(O)CCN1C(=O)c2ccc(Oc3ccc([N+](=O)[O-])cc3)cc2C1=O | 0.3 | -1.2 | 1.0 | -8.8 | . | -6.8 | 4.4 | . | .
Cc1cc(C)nc(/N=C(\N)Nc2ccc(OCCC(C)C)cc2)n1 | -0.3 | -0.2 | 2.5 | 8.0 | -3.4 | 11.2 | 29.3 | -15.4 | ?
Cc1ccc(CN(C)C(=O)CCNC(=O)c2ccc(Cl)cc2)o1 | -2.2 | . | -0.1 | 6.7 | -0.5 | 5.4 | 1.4 | -5.8 | -1.3
O=C(NC(=S)Nc1ccc(F)c(Cl)c1)C1CC1 | -2.7 | 3.4 | 1.0 | 1.4 | -1.1 | 1.8 | 6.9 | 1.8 | 8.7
COc1ccccc1NC(=O)c1ccc(S(=O)(=O)N2CCCC2)cc1 | -0.3 | -0.6 | 1.7 | -1.3 | -0.5 | 6.0 | 7.2 | 0.5 | -4.4
O=C(c1ccco1)N1CCN(C(=O)C(Sc2ccccc2)c2ccccc2)CC1 (stereo not given) | -2.2 | 0.2 | . | 3.2 | 0.4 | -6.7 | 28.8 | -2.8 | 1.3
O=C(CSc1nnc(CNc2ccc(Cl)cc2)o1)Nc1nc2ccccc2s1 | -2.5 | 0.2 | . | -0.1 | ? | -2.0 | 13.0 | -1.8 | -7.3
The results go on:
SMILES | FadD28 binding | PfHsp40 rescue | TcdB inh | PrPC TRFRET | BoNT A protease | CCHFV vOTU inh | Y pestis TopoI | Anthrax LF inh2 | BoNT-F LC inh
O=C(c1cnc2n(c1=O)CCS2)N(C1CCCCC1)C1CCCCC1 | -1.9 | 0.2 | 0.4 | -5.5 | -0.4 | 4.8 | 6.8 | -7.7 | 6.2
O=C(O)C1CCCN(C(=O)NCc2ccccc2)C1 (stereo not given) | 1.8 | -0.6 | . | -7.3 | 1.1 | 3.6 | -4.4 | -8.0 | -6.4
Cn1c(=O)[nH]c(=O)c2c1nc(N/N=C/c1ccncc1)n2Cc1ccc(F)cc1 | -4.2 | . | -7.9 | -7.8 | 0.8 | -4.3 | -1.5 | ? | 27.0
CC1(C(=O)NC2CCN(Cc3ccccc3)CC2)CCN1CCc1ccccc1 (stereo not given) | -1.4 | . | -0.2 | 3.8 | -0.8 | 7.8 | 18.3 | -0.7 | -2.3
COc1ccc2c(c1)[nH]c1c(N3CCN(Cc4ccc5c(c4)OCO5)CC3)ncnc12 | -2.8 | 1.0 | . | 5.9 | -0.9 | 1.2 | -1.1 | -1.7 | -3.1
O=C(c1ccc2c(c1)N(Cc1ccccc1)C(=O)c1ccccc1S2)N1CCCC1 | -4.8 | 0.1 | 34.3* | -0.3 | ? | -9.6 | 18.2 | 0.9 | 4.1
COc1ccc(CNC(=O)C[C@H]2C[C@H](C(=O)N3CCOCC3)[C@@]3(C)c4[nH]c5cc(CCC(=O)N(C)C)ccc5c4CCN3C2=O)cc1OC | -1.3 | -0.5 | 1.4 | -13.8 | 0.1 | 12.2 | 2.0 | -5.9 | -2.4
O=C1NC(NS(=O)(=O)c2ccccc2)(C(F)(F)F)C(=O)N1Cc1ccccc1 (stereo not given) | 0.1 | 2.0 | 0.5 | 0.1 | -2.9 | 5.1 | -2.8 | 3.8 | 2.1
O=C(CCc1ccccc1Cl)NC1CCCN(c2ccc(C(F)(F)F)cn2)C1 (stereo not given) | -2.2 | -0.2 | -1.1 | -2.9 | 1.8 | 1.6 | -3.3 | -0.1 | 0.2
CCCNC(=O)C1(C)CCN(Cc2ccc(-c3ccccn3)cc2)C1 (stereo not given) | -3.0 | . | 0.9 | -2.4 | -0.8 | 9.9 | -1.7 | 7.7 | -4.8
Cc1ccc(C)c(NC(=O)CSc2nc3c(oc4ccccc43)c(=O)n2-c2ccccc2)c1 | -2.3 | 0.0 | 1.3 | -3.9 | 0.0 | -5.3 | 12.6 | 0.5 | -0.2
O=C(CN1C(=O)NC2(CCCCC2)C1=O)N(Cc1ccco1)Cc1cccs1 | -3.5 | -0.6 | 2.5 | -1.4 | . | -16.8 | 12.0 | . | .
Cc1ccc(C)c(S(=O)(=O)N2CCCOC2CNC(=O)C(=O)NC2CCCCC2)c1 (stereo not given) | 0.1 | 2.2 | -0.4 | -1.9 | -0.2 | -0.4 | 2.6 | -0.2 | 7.2
O=C(NC1CCN(Cc2ccccc2)CC1)C1CCN(S(=O)(=O)c2ccccc2)CC1 | -2.7 | 0.1 | 0.4 | 0.2 | -0.5 | 3.6 | -2.0 | -12.0 | 0.7
CN1CCN(C(c2cccnc2)c2ccc3cccnc3c2O)CC1 (stereo not given) | -1.5 | 0.6 | . | . | 1.6 | . | 2.1 | -4.5 | 2.2
COc1ccc2[nH]c3c(c2c1)CCN1C(=O)C(CC(=O)NCCN2CCOCC2)C[C@H](C(=O)N2CCCCC2)[C@@]31CCc1ccccc1 (stereo not given in full) | -2.3 | -0.3 | 1.4 | 3.7 | 0.0 | -1.4 | 0.0 | -1.6 | 6.7
O=c1cc(N2CCN(c3cccc(Cl)c3)CC2)[nH]c(=O)n1C1CCCCC1 | -2.9 | -0.1 | . | -10.3 | -0.2 | -7.7 | 0.4 | 1.1 | -3.4
Cn1c(Sc2ccc(C(=O)O)cc2[N+](=O)[O-])nnc1-c1ccccc1 | 1.1 | -0.2 | 1.3 | -34.5 | 0.5 | 2.5 | -9.5 | -0.9 | 4.7
Cc1ccc(C(=O)N2CCN(c3ccccn3)CC2)cc1[N+](=O)[O-] | -1.6 | 5.7 | 1.4 | 11.3 | -0.1 | -6.2 | -2.3 | 4.7 | 0.7
CCOc1ccc(CN(C)C(=O)c2ccc(=O)[nH]c2)cc1 | -0.4 | -0.2 | 2.0 | 7.9 | 1.4 | 3.7 | 1.4 | -0.7 | 2.8
CCCCC(=O)Nc1ccc(Br)cc1C(=O)O | -1.7 | -0.7 | . | -0.9 | 1.0 | 0.8 | -0.8 | -4.3 | 16.2
NNC(=O)COc1cccc2cccnc12 | -3.8 | -0.6 | . | -2.9 | 0.2 | 2.6 | -9.1 | -1.7 | -3.3
Cc1csc(=O)n1CCC(=O)OCC(=O)Nc1cc(Cl)ccc1[N+](=O)[O-] | -1.1 | 0.5 | -1.9 | -41.9 | 0.0 | 6.6 | -2.4 | -0.5 | -16.8
N#CC1=C2SC=C(c3ccc(Br)cc3)N2CCCC1=O | 1.1 | -0.5 | 0.3 | 6.5 | -0.7 | -4.3 | 4.3 | -5.1 | -1.5
CCOCCCNC(=S)Nc1ccc2nc3n(c(=O)c2c1)CCCCC3 | 0.8 | 0.7 | 1.4 | 8.9 | -0.3 | -2.2 | 5.2 | 0.5 | -5.0
The listing continues.
SMILES | FadD28 binding | PfHsp40 rescue | TcdB inh | PrPC TRFRET | BoNT A protease | CCHFV vOTU inh | Y pestis TopoI | Anthrax LF inh2 | BoNT-F LC inh
COc1ccccc1CN(C)CC(=O)Nc1cccc(S(=O)(=O)N2CCCCC2)c1 | -1.5 | -1.0 | 3.5 | 10.0 | 0.2 | 1.0 | 25.4 | -0.5 | 8.6
C[C@@H]1CN([C@H](C)CO)C(=O)CCCn2nncc2CO[C@H]1CN(C)S(=O)(=O)c1ccc(Oc2ccccc2)cc1 | 0.1 | . | -3.2&-0.3 | -6.6 | 0.1 | 1.7 | 45.8 | 0.3 | -0.4
CCOC(=O)CSc1nnc(-c2cccs2)n1-c1ccccc1 | -3.0 | 0.6 | . | 13.2 | 0.4 | 7.1 | 13.0 | 6.6 | 4.4
Cc1cc(NC(=O)C2CCCN2C(=O)Nc2c(C)cccc2C)ccc1-n1cnnn1 (stereo not given) | 1.3 | 9.6 | . | -2.4 | -0.4 | -10.2 | -2.4 | 3.2 | -15.5
Cn1c(=O)n(Cc2ccccc2)c(=O)c2c1nc1n2CCS1 | -4.7 | -0.7 | . | 4.2 | 2.7 | 9.1 | -9.8 | 4.3 | 2.2
CC1CCC2C(=O)N(c3ccccc3OC(=O)c3ccccc3)C(=O)C2C1 (stereo not given) | -3.1 | -0.1 | . | -7.1 | ? | 0.8 | 10.1 | -15.3 | 22.8

Screening data deposited in PubChem BioAssay by several laboratories.
